PPARg SRC-3 ag – promotes SRC-3 coactivator recruitment by human PPARgamma. P37231. biochemical PPARgamma/SRC-3 coactivator recruitment assay. activation, % at 8 µM. hit rate 0.26% among 200,000. AID 731; in the data active = activation above about 23%;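 note: 0% = DMSO and 100% = reference agonist; some compounds past the cut are filed as inactive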
Target sequence (P37231 whole entry, looked up): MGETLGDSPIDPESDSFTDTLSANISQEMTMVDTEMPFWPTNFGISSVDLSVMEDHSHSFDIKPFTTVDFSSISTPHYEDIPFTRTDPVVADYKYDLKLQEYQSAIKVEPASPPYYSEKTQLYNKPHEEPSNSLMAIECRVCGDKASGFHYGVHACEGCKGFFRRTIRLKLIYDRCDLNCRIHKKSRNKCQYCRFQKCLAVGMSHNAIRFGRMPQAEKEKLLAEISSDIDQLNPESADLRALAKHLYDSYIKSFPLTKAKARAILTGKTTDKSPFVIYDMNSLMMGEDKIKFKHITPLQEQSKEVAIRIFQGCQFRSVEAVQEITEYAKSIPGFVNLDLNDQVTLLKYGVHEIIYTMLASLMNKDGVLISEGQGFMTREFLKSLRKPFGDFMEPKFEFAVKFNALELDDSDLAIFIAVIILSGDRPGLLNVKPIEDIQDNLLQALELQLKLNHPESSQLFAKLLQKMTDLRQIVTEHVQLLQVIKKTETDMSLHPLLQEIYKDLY
TNAP inh noacc – TNAP (human) inhibition, acceptor-free conditions. purified TNAP, CDP-star luminescence, 30 min. inhibition, % at 20 µM. hit rate 0.26% among 200,000;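 active = tissue-nonspecific alkaline phosphatase inhibition above about 50% at 20 µM in the single-dose screen, limit read from the data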;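 note: 0% = DMSO negative control and 100% = EDTA positive control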
Target sequence (P05186 whole entry, looked up): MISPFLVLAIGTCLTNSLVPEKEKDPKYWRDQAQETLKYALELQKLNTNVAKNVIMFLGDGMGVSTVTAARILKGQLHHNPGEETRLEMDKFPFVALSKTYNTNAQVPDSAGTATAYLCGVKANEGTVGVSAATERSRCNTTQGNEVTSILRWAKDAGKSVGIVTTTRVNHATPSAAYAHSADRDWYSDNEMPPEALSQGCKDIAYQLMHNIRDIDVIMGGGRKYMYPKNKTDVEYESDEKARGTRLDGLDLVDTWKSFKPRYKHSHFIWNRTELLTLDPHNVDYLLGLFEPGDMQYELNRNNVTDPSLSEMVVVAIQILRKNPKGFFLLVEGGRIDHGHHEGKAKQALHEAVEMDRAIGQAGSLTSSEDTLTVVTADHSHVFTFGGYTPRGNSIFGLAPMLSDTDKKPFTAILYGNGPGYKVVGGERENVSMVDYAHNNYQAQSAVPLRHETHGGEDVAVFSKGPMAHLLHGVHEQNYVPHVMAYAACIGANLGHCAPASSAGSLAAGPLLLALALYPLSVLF
bIAP act – increases bovine intestinal alkaline phosphatase activity; purified bovine IAP, CDP-star luminescence, 30 min; active compounds read high; fold of DMSO-control signal, blank-subtracted; activation factor at 20 µM; hit rate 0.17% among 200,000;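 active = activation factor of 2 or more at 20 µM, a signal rise over negative controls twice the positive control's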
TNAP act hi DEA – activators of human TNAP at high phosphate acceptor concentration. purified TNAP, CDP-star luminescence, 1 M DEA, 30 min; active compounds read high; 0 = EDTA background, 1 = DMSO-only activity. activation factor at 20 µM. 200,000 tested, under 10 active. AID 1136;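 active = activation factor at least 2 at 20 µM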
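Assay system: human TNAP; Input: enzyme diluted 1/800 final; Reagent: CDP-star luminogenic substrate at 100 µM final; Timing: 30 min, room temperature; Signal: luminescence; Evaluation: TNAP activation factor scaled between EDTA and DMSO control wells.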
Efa HMGR inh – blocks class II HMG-CoA reductase of Enterococcus faecalis. purified E. faecalis HMGR, NADPH absorbance 340 nm kinetic. AID 1066. inhibition, % at 10 µM. hit rate 0.41% among 190,000;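 active = inhibition above a set limit, the median over all tested compounds plus 3 SD, cut at about 9.5% in these data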;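 note: enzyme runs in reverse so mevalonate oxidation gives rising NADPH absorbance; 0% = complete reaction with DMSO and 100% = background rate lacking mevalonate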
PPARg SRC2 recr – agonists of SRC-2 recruitment by human PPARgamma; hit rate 0.34% among 200,000; P37231; activation, % at 8 µM; PPARgamma LBD-SRC-2 recruitment, biochemical; in the data active = activation above about 22%;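 note: 0% = vehicle and 100% = reference agonist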
TNAP inh hiacc – inhibitors of human TNAP at high phosphate acceptor concentration | P05186 | hit rate 0.03% among 200,000 | inhibition, % at 20 µM | purified TNAP, CDP-star luminescence, 1 M DEA | AID 1135;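 active = over 50% inhibition of tissue-nonspecific alkaline phosphatase at 20 µM in the single-dose screen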;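 note: plate controls were DMSO wells for no effect and EDTA-quenched wells as full inhibition for full effect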
bIAP inhibitor – blocks bovine intestinal alkaline phosphatase activity | AID 1019 | purified bovine IAP, CDP-star luminescence, 30 min | 190,000 tested, under 10 active | inhibition, % at 20 µM;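 active = over 50% inhibition of intestinal alkaline phosphatase at 20 µM in the single-dose screen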
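Assay system – bovine IAP enzyme · Quantity – bovine IAP at 1/65,000,000 final dilution · Detection – CDP-star luminescence signal · Times – 30 min reaction at room temperature · Also added – CDP-star substrate at 30 µM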
PPARg SRC1 recr – PPARgamma-driven SRC-1 recruitment agonism; activation, % at 8 µM; hit rate 0.41% among 200,000; AID 631; PPARgamma-SRC-1 coactivator recruitment biochemical assay; P37231; in the data active = activation above about 19%;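 note: 0% = DMSO and 100% = reference agonist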
TR-FRET SRC-2 ct – flags TR-FRET format artefacts in PPARgamma SRC-2 recruitment agonist screen | TR-FRET artefact counter-screen; active compounds read high | TR-FRET ratio at 8 µM | hit rate 0.4% among 200,000 | AID 1049; in the data active = TR-FRET ratio above about 2000; note: inactives centre near 1500
* marks the source's active call; other numbers are inactive results; · = no result given.

compound	PPARg SRC-3 ag	TNAP inh noacc	bIAP act	TNAP act hi DEA	Efa HMGR inh	PPARg SRC2 recr	TNAP inh hiacc	bIAP inhibitor	PPARg SRC1 recr	TR-FRET SRC-2 ct
Cc1ccc(NC(=O)C2CC(=O)N(CCc3ccccc3)C2)c(C)c1 (stereo not drawn)	-1	-10	0.9	1	-4	-3	-1	6	0	1574
O=[N+]([O-])c1ccc2[nH]c3c(c2c1)CCCC3	-3	-3	0.8	1	-4	-8	-1	15	4	1540
C=CCNc1nc(C2(C)CC3(CC(C)OC3=O)C(=O)O2)cs1 (stereo not drawn)	3	-11	0.9	1	-1	0	-2	7	5	1441
CC1(C)C(=O)OC(c2cccn2-c2ccc([N+](=O)[O-])cc2)C2(CCCCC2)C1=O (stereo not drawn)	-2	-1	0.9	1	-4	0	4	6	-5	1470
CCCCOC(=O)C1C2C=C[C@]3(CN(CCCOC)C(=O)[C@H]13)O2 (stereo partly drawn)	-5	-4	1	1	-2	-14	-2	4	-9	1532
CN(C(=O)COC(=O)c1cnc(Cl)c(Cl)c1)C1CCS(=O)(=O)C1 (stereo not drawn)	4	-13	1	1.1	-7	3	-6	0	9	1687
O=C1N=C(N2CCCC2)S/C1=C\c1ccccc1	-3	1	1	1	-5	-5	2	2	-5	1388
S=C(Nc1ccc(Cl)cc1)NC1CCN(Cc2ccccc2)CC1	1	-3	1	1	1	1	-3	3	6	1588
CC1CN(c2nc3c(c(=O)n(Cc4ccc(Cl)c(Cl)c4)c(=O)n3C)n2C)CC(C)O1 (stereo not drawn)	6	-4	1	1.1	2	10	-7	2	7	1485
Cc1ccc2nc(SCC(=O)Nc3cc([N+](=O)[O-])ccc3F)[nH]c2c1	2	-14	1.4	1	0	11	1	-44	-4	1568
CCc1c(C)[nH]c(C(=O)OCc2ccccc2)c1C	6	-3	0.9	1	-1	-8	3	7	-8	1355
O=S(=O)(Cc1cc(Oc2ccccc2)nc(-c2ccccc2)n1)c1ccccc1	-5	-3	0.8	1	3	-7	-2	20	-6	1448
CCn1c(CCNC(=O)c2cccs2)nnc1SCC(=O)Nc1cccc(Cl)c1	9	·	·	·	0	11	·	·	4	1644
CC(C)N(C(=O)CSc1nnc(Cc2ccc3c(c2)OCO3)n1C)C(C)C	1	-3	1.1	1	-3	6	1	-14	0	1582
COc1ccc(NC(=O)CSc2nc3ccccc3n2-c2ccccc2)c([N+](=O)[O-])c1	9	17	1	1.1	-3	0	-6	1	-2	1772
CCN(CC)C(=O)c1sc(NC(=O)c2cccnc2)c(C(=O)OC)c1C	3	-11	1	1	2	4	0	4	3	1670
COc1cc2c(cc1NC(=O)COC(=O)CNS(=O)(=O)c1ccc(C)cc1)oc1ccccc12	5	-7	1	1	-7	5	0	-2	5	1561
Cc1n[nH]c(C)c1N1C(=O)c2cccc3c(N4CCCCCC4)ccc(c23)C1=O	8	11	0.8	0.8	-6	1	18	24	8	1379
COc1ccc2c(c1)C(C)=CC(C)(C)N2S(=O)(=O)c1ccc(C)cc1	0	-2	1	1	-1	3	-3	-4	-6	1470
COc1ccc(NC(=O)C2CCCN(S(=O)(=O)c3c(C)[nH]c(=O)[nH]c3=O)C2)cc1OC (stereo not drawn)	1	-13	1.3	1	1	1	-3	-26	-1	1590
O=C(NC1CCCCCC1)C1CCN(S(=O)(=O)c2cccc3cccnc23)CC1	15	-7	1	1	0	9	-2	4	4	1491
Cc1ccc(C(=O)N/N=C/c2sc(=O)n(Cc3cccc(C(=O)O)c3)c2Cl)cc1	1	-5	1	1	-6	8	0	0	-6	1634
CCOC(=O)C(NC(C)=O)C(=O)Nc1ccc(OC)cc1 (stereo not drawn)	-4	-6	0.9	1.1	-1	-2	-6	9	4	1255
Cc1cc(-c2ccccc2)nc(N/N=C/c2ccc([N+](=O)[O-])cc2)n1	2	-6	0.7	1	-4	7	2	34	8	1676
Cc1cccc(NC(=O)c2c(O)c3cccc4c3n(c2=O)CCC4)n1	11	-8	1	1	-3	-4	-3	-2	-3	1682
Cc1c(Cl)c([N+](=O)[O-])nn1CC(=O)NCc1ccco1	5	-4	0.9	1	0	4	-1	13	15	1578
Cc1ccc(N(C(C)C(=O)NCc2ccncc2)S(C)(=O)=O)cc1C (stereo not drawn)	-1	-5	1	1	-2	3	-3	-1	3	1746
CC(C)CNC(=O)COC(=O)Cc1ccc(Cl)cc1	3	-10	1	1	-7	16	-4	-5	3	1672
Cc1nnc(SCc2cn3ccsc3n2)n(N)c1=O	1	-4	0.9	1	2	2	-4	8	1	1455
O=C(O)C(c1ccccc1)C(c1ccccc1)c1ccccc1 (stereo not drawn)	-1	-12	0.9	1	6	-5	-2	10	-6	1543
CCn1c(SCC(=O)N/N=C/c2cc(OC)c(O)c(OC)c2)nc2ccccc21	-2	-24	1.1	1.1	-6	-5	-6	-14	5	1468
Cc1cc(C)n2nc(C(=O)N3CCN(c4ccc([N+](=O)[O-])cc4)CC3)nc2n1	0	6	0.8	0.9	-1	-5	11	20	5	1662
O=C(CCc1ccc(S(=O)(=O)N2CCOCC2)cc1)N/N=C/c1ccc(F)cc1F	1	-4	1.3	1	-1	3	-5	-28	6	1676
CCOc1cc(/C=N\NC(=O)OC)ccc1OC(=O)c1ccco1	-1	-11	1.1	1	-2	10	-2	-7	4	1586
CC(C)CNS(=O)(=O)c1ccc(CCC(=O)N2CCCC2)cc1	-4	-8	1	1.1	-4	-5	-6	5	-6	1466
Cc1ccc2nc(N3CCN(c4ccccc4F)CC3)c(C=O)c(=O)n2c1	4	-4	0.9	1.1	3	-3	-6	6	8	1627
CN1CCN(Cc2nc3ccccc3c(=O)n2Cc2nc(-c3cccc([N+](=O)[O-])c3)cs2)CC1	3	1	1.1	1	2	-6	1	-13	0	1705
CCc1ccc2c(c1)C(c1ccc(N3CCOCC3)cc1)=NNC(c1ccncc1)=N2	3	-2	1	1	-5	3	-4	1	8	1720
CC(C)N=Cc1c(O)[nH]c2ccccc12	1	-2	1.2	1	-2	10	0	-18	4	1676
CC1(C)S[C@@H]2[C@H](NC(=O)[C@H](C(=O)O)c3ccsc3)C(=O)N2[C@H]1C(=O)O	6	-8	0.9	1	-10	1	0	11	14	1686
COc1ccccc1C(=O)NCCc1c(C)[nH]c2c(C)ccc(F)c12	3	-3	0.9	1	-2	-3	1	6	18	1584
O=C(Nc1ccc2oc(-c3ccncc3)nc2c1)c1ccccc1	2	-8	1	1	-2	-10	4	4	0	1450
C/C(N)=C(/C#N)C(=O)COC(=O)c1cc(S(=O)(=O)N2CCCCC2)ccc1C	-6	-11	0.9	1	-2	-2	0	9	-8	1386
N/C(=N\O)c1ccc(NC(=O)c2ccc(Br)o2)cc1	7	-11	1	1	1	19	-4	4	3	1600
O=C(Nc1nc2n(n1)C(c1ccccc1)CC(c1ccc(Cl)cc1)N2)c1ccco1 (stereo not drawn)	-3	-9	1.2	1.1	-2	0	-6	-24	8	1536
CC1(C)C/C(=N\NC(=S)Nc2ccccc2F)c2cc(O)ccc2O1	-3	-5	0.9	0.9	1	4	10	10	-7	1554
Cc1cccnc1NC(=O)COc1ccc2oc3c(c2c1)CCCC3	4	-8	1	1	-6	6	-4	-2	3	1406
O=C(c1ccco1)N1CCN(C(=O)c2cnn3c2NC(c2cccs2)CC3C(F)(F)F)CC1 (stereo not drawn)	0	-15	1	1.1	0	4	-6	2	-1	1659
O=C(O)CC1NC(=O)N(C2CCCCC2)C1=O (stereo not drawn)	0	-10	0.9	1	-2	-3	-3	8	3	1521
CCOC(=O)C1(CCOc2ccccc2)CCN(Cc2ccc(CO)o2)CC1	-3	-12	1	1.1	0	-4	-6	-4	0	1552
CSCCCNC(=S)N1CCc2ccccc2C1	4	-11	0.9	1	-8	-10	0	8	0	1438
N#Cc1ccc2ccn(CC(=O)NC3CCCCC3)c2c1	-2	-9	0.9	1.1	5	2	-11	14	-1	1574
Cc1cc(=O)oc2cc(OCCCN3C(=O)c4ccccc4C3=O)ccc12	-2	12	1	1	1	3	-3	0	3	1618
C=CCc1ccc(OCCn2cccc2C=O)c(OC)c1	-15	-6	1	1	-1	4	2	-1	-3	1501
O=C(c1ccc(CS(=O)(=O)c2ccccc2)o1)N1CCOCC1	-3	-10	1.1	1	-12	-2	-1	-6	-2	1764
COc1ccc(OC)c(C2C(C(N)=O)=C(C)Nc3nc(-c4cccc(Cl)c4)nn32)c1 (stereo not drawn)	6	-5	1	1	2	1	0	4	-3	1271

Next part.
compound	PPARg SRC-3 ag	TNAP inh noacc	bIAP act	TNAP act hi DEA	Efa HMGR inh	PPARg SRC2 recr	TNAP inh hiacc	bIAP inhibitor	PPARg SRC1 recr	TR-FRET SRC-2 ct
O=C(NC(Nc1nc2ccc([N+](=O)[O-])cc2s1)(C(F)(F)F)C(F)(F)F)c1ccccc1	5	14	0.6	0.9	-3	2	11	39	9	1629
COC(=O)c1sccc1NC(=O)CCC1CCCCC1	3	-3	1	1	-2	0	3	-5	-6	1452
CCOC(=O)CNc1ncc(C(F)(F)F)cc1Cl	4	-2	1.1	1	4	7	-1	-5	2	1479
COc1cc(/C=C/C(=O)O)cc(S(=O)(=O)NCCCC(=O)O)c1OC	1	3	1	0.9	1	7	7	1	3	1428
COc1cccc(NC(=S)NCc2cccnc2)c1	5	-15	1	1	-2	-3	1	-4	2	1568
CC(C)(C)S(=O)(=O)c1c(C(=O)O)cccc1C(=O)O	7	-11	1	1	-7	2	1	4	11	1650
COc1cccc(NC(=S)N(Cc2ccco2)C(C)c2ccco2)c1 (stereo not drawn)	3	-7	0.9	1	1	-5	-3	9	1	1468
CC(=O)c1ccc(S(=O)(=O)Nc2ccc(C(=O)NCC(c3ccccc3)N(C)C)cc2)cc1 (stereo not drawn)	0	-8	1.2	1.1	3	11	-5	-22	7	1828
COc1ccc(C)cc1S(=O)(=O)N1CCCC(C(=O)NCC2CCCO2)C1 (stereo not drawn)	0	-11	1	1	-2	-7	0	-2	0	1474
COc1ccccc1NC(=O)N1CCN(c2ncccn2)CC1	10	-8	0.9	1	-2	-4	-2	8	2	1513
COc1ccc(-c2[nH]c3ccccc3c2SCCNC(=O)c2cc3ccccc3oc2=O)cc1	0	-5	0.7	1	5	8	-5	29	1	1537
CC(C)C(OC(=O)CCCC(=O)Nc1nccs1)C(=O)NC1CCCCC1 (stereo not drawn)	4	-4	0.9	1	-3	7	-2	10	-1	1693

A different layout for some results above:
Each structure is followed by: PPARg SRC-3 ag, TNAP inh noacc, bIAP act, TNAP act hi DEA, Efa HMGR inh, PPARg SRC2 recr, TNAP inh hiacc, bIAP inhibitor, PPARg SRC1 recr, TR-FRET SRC-2 ct
- COc1ccccc1C(=O)NCCc1c(C)[nH]c2c(C)ccc(F)c12
 : 3, -3, 0.9, 1, -2, -3, 1, 6, 18, 1584
- O=C(c1ccco1)N1CCN(C(=O)c2cnn3c2NC(c2cccs2)CC3C(F)(F)F)CC1 (stereo not drawn)
 : 0, -15, 1, 1.1, 0, 4, -6, 2, -1, 1659
- N/C(=N\O)c1ccc(NC(=O)c2ccc(Br)o2)cc1
 : 7, -11, 1, 1, 1, 19, -4, 4, 3, 1600
